MRP reversal: reversal of MRP1-mediated doxorubicin resistance, primary screen, H69AR cells, doxorubicin co-treatment; H69AR cells + 2 uM doxorubicin, CellTiter-Glo, 72 h; differential viability (reversal), % at 10 µM; AID 602, 2007; hit rate 0.04% among 85,000;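 active means viability drop by adding the cancer drug above about 55%, with treated viability meeting a 40% cutoff, limit read from the data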;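 further: viability without doxorubicin minus viability with 2 µM doxorubicin for each compound; larger differential means the compound sensitizes cells more to doxorubicin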
NFkB transloc pot: enhancers of NFkB p65 translocation in HUVEC – imaging, IL-1B stimulus, high-content imaging, primary screen; HUVEC IL-1B NFkB p65 nuclear translocation imaging; activation, % at 2 µM; hit rate 0.3% among 94,000; AID 819, 2007;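 active means activation above 40%, about the mean plus 3 SD, also judged a hit on visual image review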;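 further: percent activation is computed from the nuclear over cytoplasmic p65 intensity ratio; values of inactives mirror those of a sister screen read the other way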
Bcl-B displacement: displacers of TR3 peptide from Bcl-B, primary screen, selectivity assay for Bfl-1 inhibitor project, biochemical, fluorescence polarization. hit rate 0.11% among 96,000. displacement, % at 20 µM, or IC50 in µM where a hit was titrated. Bcl-2-like protein 10 (Homo sapiens). FP displacement of FITC-TR3 peptide from Bcl-B; higher % means a stronger effect;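 active means displacement above 50% at 20 µM plus a fluorescence interference ratio under 1.5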;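 further: plate controls were wells without compound for no effect and wells lacking Bcl-B protein for full effect; a part of the inactive calls stands beside numbers as strong as those of hits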
PLAP inhibitors HTS: PLAP enzyme inhibitors, biochemical, luminescence, HTS (AID 690); purified PLAP, luminescent substrate; higher % means a stronger effect; inhibition, % at 20 µM; hits with a dose series show IC50 in µM; hit rate 0.08% among 96,000; in the data active means a potency from the dose series; inactive means the rest, 99 in 100 with inhibition below about 30%; further: strong numbers were not always called active
NFkB transloc inh: inhibitors of IL-1B driven NFkB p65 nuclear import, primary screen, imaging, HUVEC, IL-1B stimulus, high-content imaging; inhibition, % at 2 µM; hit rate 0.43% among 94,000; HUVEC IL-1B NFkB p65 nuclear translocation imaging;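 active means inhibition above about 30% together with a positive call from visual inspection of the well image, limit read from the data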;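 further: nuclear over cytoplasmic p65 intensity ratio measured by imaging; 0% = IL-1B stimulated DMSO wells and 100% = unstimulated DMSO wells; values of inactives mirror those of a sister screen read the other way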
MRP reversal cytotoxicity: second read-out of MRP reversal, no call of its own (marks repeat the call); viability, %; H69AR cells, CellTiter-Glo, 72 h; measured here: cytotoxicity without doxorubicin
MRP reversal with doxorubicin: further read-out of MRP reversal, marked with its call; viability, %; measured here: viability with 2 uM doxorubicin; stronger effect = lower value
NFkB transloc inh cell count 2 µM: recorded beside NFkB transloc inh, whose call it bears; cell count; measured here: cells passing quality filter;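 raw number of nuclei counted in each imaged well without normalization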
NFkB transloc pot cell count 2 µM: also measured in NFkB transloc pot; calls as there; cell count; measured here: cells passing quality filter
Numbers without * were called inactive; / = no result given.

SMILES | MRP reversal | MRP reversal cytotoxicity | MRP reversal with doxorubicin | NFkB transloc pot | NFkB transloc pot cell count 2 µM | Bcl-B displacement | PLAP inhibitors HTS | NFkB transloc inh | NFkB transloc inh cell count 2 µM
CC1=C(C(=O)OCc2ccccc2)C(c2ccco2)C2=C(CC(C)(C)CC2=O)N1 (configuration not stated) | -11 | 53 | 65 | -11 | 84 | 15% | -54% | 11 | 84
COC(=O)Cc1[nH]nc2c1C(c1cccc(OC)c1OC)C(C#N)=C(N)O2 (configuration not stated) | 7 | 100 | 93 | / | / | 2% | -98% | / | /
COc1ccccc1C(=O)Nc1nnc(-c2ccco2)s1 | -24 | 69 | 94 | 38 | 197 | -54% | -12% | -38 | 197
CC(Nc1cc(=O)n(C)c(=O)[nH]1)c1ccccc1 (configuration not stated) | 11 | 100 | 89 | 3 | 147 | -9% | 8% | -3 | 147
O=C(CC(=O)c1cc(Cl)ccc1O)c1ccccc1 | -4 | 11 | 15 | 11 | 12 | 0% | 6% | -11 | 12
CCOc1ccccc1-c1nc(C(N)=O)c2[nH]c(=O)n(-c3cccc(C)c3)c2n1 | -21 | 33 | 54 | 28 | 127 | -21% | -31% | -28 | 127
Cc1cc(C)c2c(n1)sc1c(O)cc(=O)[nH]c12 | 4 | 104 | 100 | -4 | 108 | -2% | -1% | 4 | 108
COc1ccccc1CC(=O)N1CCN(c2cccc(C(F)(F)F)c2)CC1 | -1 | 83 | 84 | 1 | 146 | -13% | -6% | -1 | 146
O=C(c1ccc2c3c(cccc13)CC2)N1CCN(c2ncccn2)CC1 | 4 | 98 | 93 | 1 | 149 | / | / | -1 | 149
Cn1c(=O)c2c(ncn2CC(=O)OCC(=O)NC2CCCc3ccccc32)n(C)c1=O (configuration not stated) | 12 | 97 | 85 | 10 | 149 | -2% | -5% | -10 | 149
CCOC(=O)CNc1c(-c2ccc(O)cc2)nc2ccc(Cl)cn12 | 6 | 97 | 91 | 4 | 112 | 2% | -8% | -4 | 112
CCOC(=O)C(=CNc1cccc(C)n1)C(=O)OCC | / | / | / | 5 | 151 | -4% | 6% | -5 | 151
O=C(NCCN1CCN(c2ccccc2)CC1)C1CCN(S(=O)(=O)c2cccc3nonc23)CC1 | 12 | 100 | 88 | -1 | 158 | -12% | -27% | 1 | 158
CCOc1ccc2ccccc2c1C(=O)N1CCN(c2ccccc2)CC1 | -38 | 15 | 54 | 0 | 142 | -20% | -54% | 0 | 142
Cc1cc(NCCCN2CCOCC2)n2c(nc3ccccc32)c1C#N | 28 | 60 | 32 | 4 | 103 | -29% | -52% | -4 | 103
CCNC(=O)C1CC(=O)N(Cc2ccc3c(c2)OCO3)C(=Nc2ccc(OCC)cc2)S1 (configuration not stated) | -10 | 64 | 75 | 1 | 145 | -4% | -9% | -1 | 145
O=C(CN1CCN(C(=O)c2cccs2)CC1)Nc1ccc(Br)cc1 | 8 | 97 | 89 | 17 | 131 | -3% | -30% | -17 | 131
Cc1cc(C)c(C(=O)CSc2nnc(-c3ccccc3Br)o2)cc1C | -14 | 72 | 87 | 3 | 155 | 4% | 20% | -3 | 155
Cc1cccc2c1-c1sc(C(=O)Nc3nccs3)cc1CO2 | -20 | 63 | 84 | 5 | 144 | -9% | -13% | -6 | 144
CC(=O)N(Cc1ccccc1)c1ccc(C(=O)O)cc1 | -2 | 91 | 93 | 23 | 116 | 8% | -8% | -23 | 116
Cc1ccc(N(CC(=O)O)C2SC(=O)NC2=O)cc1 (configuration not stated) | 1 | 92 | 91 | -5 | 139 | 1% | -13% | 5 | 139
Clc1cccc(N/N=C/c2ccc(N3CCOCC3)cc2)c1 | / | / | / | 5 | 135 | -7% | 0% | -5 | 135
COC(=O)c1ccccc1NC(=S)NC(NC(=O)c1ccco1)C(Cl)(Cl)Cl (configuration not stated) | / | / | / | 12 | 144 | 4% | -35% | -12 | 144
O=C1Cc2ccccc2N1c1ccccc1 | -8 | 96 | 104 | / | / | 9% | 4% | / | /
CCOC(=O)c1oc2ccccc2c1NC(=O)CN1CCN(C)CC1 | -3 | 84 | 87 | 21 | 163 | -3% | -47% | -21 | 163

Next part
SMILES | MRP reversal | MRP reversal cytotoxicity | MRP reversal with doxorubicin | NFkB transloc pot | NFkB transloc pot cell count 2 µM | Bcl-B displacement | PLAP inhibitors HTS | NFkB transloc inh | NFkB transloc inh cell count 2 µM
O=C(/C=N/O)NCCCN1CCCCCC1 | 1 | 98 | 97 | 1 | 176 | 5% | 9% | -1 | 176
CC1=C(C(=O)Nc2ccc(F)cc2)C(c2ccc(C)o2)C2=C(CC(C)(C)CC2=O)N1 (configuration not stated) | 1 | 83 | 81 | 8 | 122 | 1% | -34% | -8 | 122
CC(=O)N1CCN(c2ccc(N=Cc3c(O)n(Cc4ccccc4)c(=O)[nH]c3=O)cc2)CC1 | 9 | 86 | 77 | 1 | 158 | / | / | -1 | 158
COc1ccc(C2CCN(Cc3cccnc3)CC2O)cc1 (configuration not stated) | 17 | 108 | 92 | 32 | 120 | 0% | 6% | -32 | 120
Cc1cccc(C)c1NC(=O)N1CC=C(n2c(=O)[nH]c3ccccc32)CC1 | 16 | 91 | 75 | -8 | 200 | 2% | -24% | 8 | 200
Cc1cc2n(n1)C(c1ccc(N(C)C)cc1)Nc1ccccc1-2 (configuration not stated) | 4 | 91 | 87 | 6 | 168 | -5% | -14% | -6 | 168
O=C1CC(CCC(=O)NC2CC2)c2ccccc2N1 (configuration not stated) | -20 | 85 | 105 | 32 | 110 | 8% | -1% | -32 | 110
COc1ccccc1CCNC(=O)c1ccoc1C | -10 | 89 | 98 | 24 | 172 | -10% | 19% | -24 | 172
O=C(Nc1ccc(N2CCCCC2)cc1)c1cncc(Br)c1 | -12 | 58 | 70 | 12 | 217 | 10% | -10% | -12 | 217
c1ccc(Nc2nc3ccccc3o2)cc1 | / | / | / | -14 | 76 | -2% | 19% | 14 | 76
O=C(COc1ccc2c(c1)C(=O)CC1(CCCCC1)O2)NCc1ccccn1 | 15 | 90 | 75 | 17 | 173 | 26% | -30% | -17 | 173
O=C(CCc1ccccc1)NCCCN1CCOCC1 | -4 | 94 | 98 | 27 | 161 | 2% | 19% | -27 | 161
O=c1[nH][nH]cc1C=Nc1ccccc1O | / | / | / | -1 | 85 | -18% | -15% | 1 | 85
COc1c(F)c(F)c(C(=O)O)c(Nc2ccccc2)c1F | 14 | 94 | 80 | -3 | 140 | -2% | 7% | 3 | 140
Cc1csc(NC(=O)c2cccn2C)n1 | -1 | 91 | 92 | 1 | 157 | 2% | -12% | -1 | 157
O=C(COC(=O)C1COc2ccccc2O1)NC1CCS(=O)(=O)C1 (configuration not stated) | 4 | 98 | 94 | -17 | 106 | -1% | 1% | 17 | 106
O=C(O)c1ccccc1C(=O)NCc1cccnc1 | 1 | 101 | 101 | 1 | 116 | 6% | -3% | -1 | 116
Cc1ccc(C(=O)Nc2ccc(S(=O)(=O)N3CCN(C)CC3)cc2)o1 | 11 | 91 | 80 | / | / | -4% | -21% | / | /
Cc1nn(Cc2ccccc2)c2c1C(c1ccncc1)C(C#N)=C(N)O2 (configuration not stated) | -9 | 75 | 84 | / | / | -6% | -5% | / | /
c1ccc(CN2CCN(c3nc(-c4ccccc4)nc(-n4ccnc4)n3)CC2)cc1 | 6 | 80 | 74 | 23 | 139 | -14% | -34% | -23 | 139
Cn1c(Cc2cccs2)nnc1SCc1nc2ccccc2[nH]1 | -5 | 86 | 91 | / | / | -16% | -102% | / | /
c1ccc(-c2nc(NCC3CCCO3)c3oc4ccccc4c3n2)cc1 (configuration not stated) | -36 | 60 | 96 | 2 | 158 | 8% | 13% | -2 | 158
COc1ccc2c(c1OC)CCC2=O | -5 | 100 | 105 | 16 | 69 | / | / | -16 | 69
Cc1cc2cc(CNC(=O)C3CC3)ccc2n1C | / | / | / | 4 | 136 | 0% | -6% | -4 | 136
COc1ccc(N(C(=O)Nc2ccc(Cl)cc2)C2=NCCC2)cc1 | -7 | 79 | 85 | 0 | 201 | -7% | -10% | 0 | 201

Whole records as entered above. Values in the order: MRP reversal | MRP reversal cytotoxicity | MRP reversal with doxorubicin | NFkB transloc pot | NFkB transloc pot cell count 2 µM | Bcl-B displacement | PLAP inhibitors HTS | NFkB transloc inh | NFkB transloc inh cell count 2 µM
O=C(COc1ccc2c(c1)C(=O)CC1(CCCCC1)O2)NCc1ccccn1 across the screens: 15 | 90 | 75 | 17 | 173 | 26% | -30% | -17 | 173
COc1ccc(N(C(=O)Nc2ccc(Cl)cc2)C2=NCCC2)cc1 across the screens: -7 | 79 | 85 | 0 | 201 | -7% | -10% | 0 | 201
Cc1cc(C)c(C(=O)CSc2nnc(-c3ccccc3Br)o2)cc1C across the screens: -14 | 72 | 87 | 3 | 155 | 4% | 20% | -3 | 155
Cn1c(Cc2cccs2)nnc1SCc1nc2ccccc2[nH]1 across the screens: -5 | 86 | 91 | / | / | -16% | -102% | / | /
Cc1cccc(C)c1NC(=O)N1CC=C(n2c(=O)[nH]c3ccccc32)CC1 across the screens: 16 | 91 | 75 | -8 | 200 | 2% | -24% | 8 | 200

(further entries)
SMILES | MRP reversal | MRP reversal cytotoxicity | MRP reversal with doxorubicin | NFkB transloc pot | NFkB transloc pot cell count 2 µM | Bcl-B displacement | PLAP inhibitors HTS | NFkB transloc inh | NFkB transloc inh cell count 2 µM
O=C(COC(=O)C1c2ccccc2Oc2ccccc21)NC1CCS(=O)(=O)C1 (configuration not stated) | 27 | 100 | 73 | -10 | 162 | 6% | -6% | 10 | 162
CCOC(=O)N1CCN(S(=O)(=O)c2ccc(OCC)cc2)CC1 | / | / | / | 6 | 155 | -8% | 5% | -6 | 155
NC(=S)N=Nc1c(O)n(C2OC(=O)c3ccccc32)c2ccccc12 (configuration not stated) | / | / | / | 18 | 99 | -2% | 9% | -18 | 99
Cc1ccccc1NC(=O)C(C)c1ccc(-c2ccccc2)c(F)c1 (configuration not stated) | / | / | / | 13 | 152 | -11% | 14% | -13 | 152
CCOC(=O)c1c(C)n(C)c2ccc(O)c(CN(CC)CC)c12 | 19 | 90 | 70 | 18 | 161 | 0% | -14% | -18 | 161
Fc1ccc(Cn2nnnc2CN2CCN(C3CCCC3)CC2)cc1 | 9 | 90 | 81 | -13 | 57 | -9% | -61% | 13 | 57
Cc1ccc(NC(=O)c2c(O)c3ccccc3n(C)c2=O)nc1 | -7 | 13 | 20 | / | / | -9% | -75% | / | /
COc1ccc(N2CCN(S(=O)(=O)c3cccs3)CC2)cc1 | 16 | 103 | 87 | 1 | 94 | -2% | 8% | -1 | 94
Cc1ccc2c(NC(=O)C3CC3)c(C)ccc2n1 | 10 | 98 | 89 | 9 | 112 | 1% | 12% | -9 | 112
O=C(CN(C(=O)c1cc2c(s1)CCC2)C1CCCC1)NCc1cccs1 | -7 | 66 | 73 | 4 | 137 | 9% | -25% | -4 | 137
COc1ccc(C2c3c4c(n(C)c3CCN2C)CCN(C)C4c2ccc(OC)cc2)cc1 (configuration not stated) | 4 | 85 | 81 | 4 | 140 | -2% | -62% | -4 | 140
CCOC(=O)N1CCC(NC(=O)C2CCCN(S(=O)(=O)c3ccc4c(c3)oc(=O)n4C)C2)CC1 (configuration not stated) | 10 | 98 | 89 | 5 | 164 | 2% | -3% | -5 | 164
CCCC(=O)NCCc1ccc(S(N)(=O)=O)cc1 | -8 | 103 | 111 | -12 | 129 | -3% | -22% | 12 | 129
O=C(NC1CCCCCC1)c1cc(S(=O)(=O)N2CCOCC2)ccc1N1CCCCC1 | 6 | 73 | 67 | 2 | 121 | 9% | -50% | -2 | 121
Cc1nn(CCOc2ccccc2)c(=O)n1-c1ccccc1 | / | / | / | 3 | 145 | -5% | 6% | -3 | 145
CC(C)(C)c1cc(NC(=O)COC(=O)c2ccc3c(=O)n4c(nc3c2)CCC4)n(-c2ccccc2)n1 | -2 | 88 | 90 | 4 | 78 | -12% | -41% | -4 | 78
CN(C)CCCNc1c(C(=O)O)cnc2c1cnn2C | / | / | / | 8 | 111 | -7% | 10% | -8 | 111

Compound activity: PubChem, several laboratories

Some of the compounds tested (hit frequency here may not be typical).
